# Assay outcomes (PubChem)
# GoLoco inh red = blocks human Gai1 binding to RGS12 GoLoco peptide, red readout; Gai1:RGS12 GoLoco peptide FP, rhodamine, 10 min; P63096; Potency, µM (top dose mostly 61.6 µM), for inactives: at the highest dose activity, negative = inhibition, usual class: inhibitors; AID 880; 230,000 compounds, 0.44% hits; active means well fitted inhibition curve with a large enough effect, not every such curve was filed as active; inactive means no such curve, though single readings can be large or run the other way; further: on the % scale 0 is the no-effect control and ±100 the full control effect; nearly all actives have a fitted effect of over 30% in size; many of its hits are not listed in these tables
# Target sequence (P63096 whole entry, looked up): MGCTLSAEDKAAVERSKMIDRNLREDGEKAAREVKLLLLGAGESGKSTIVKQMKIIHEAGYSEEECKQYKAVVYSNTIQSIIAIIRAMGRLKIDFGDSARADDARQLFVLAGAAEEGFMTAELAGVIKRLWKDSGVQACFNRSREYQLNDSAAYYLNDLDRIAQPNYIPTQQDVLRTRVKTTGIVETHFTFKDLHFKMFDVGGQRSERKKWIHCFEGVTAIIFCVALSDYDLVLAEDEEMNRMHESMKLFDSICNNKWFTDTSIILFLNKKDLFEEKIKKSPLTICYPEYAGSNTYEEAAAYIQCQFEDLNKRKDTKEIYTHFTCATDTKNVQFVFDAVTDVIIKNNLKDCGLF
# RECQ1 inh = RECQ1 (human) helicase inhibition; RECQ1 DNA unwinding, red fluorescence kinetic read; P46063; Potency, µM (top dose mostly 57.3 µM), for inactives: top-dose activity, negative = inhibition, most hits filed as inhibitors; 240,000 compounds, 0.54% hits;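 further: plate controls were vehicle for no effect and no enzyme for full effect; nearly all actives have a fitted effect of over 30% in size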
#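 RECQ1T1 50 nM; forked duplex (20 bp + 30-nt ss tails) 200 nM, ATP 2 mM final; pH 8.0, 2 mM MgCl2, 2.5 ug/ml poly(dI-dC); 15 min compound preincubation; discontinuous kinetic read over 2 h at RT.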
# IMPase Li cell = IMPase inhibition in cells with lithium potentiation; CHO-M1 cells, IP1 TR-FRET (IP-One), carbachol + lithium; Potency, µM (titrated, usually from 59.4 µM), inactives show at the highest dose activity, negative = IMPase inhibition, hits mostly inhibitors; 210,000 compounds, 0.35% hits;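 further: IP1 builds up when IMPase is blocked and the TR-FRET signal falls; plate controls were basal vehicle for no effect and high inhibitor control for full effect; nearly all actives have a fitted effect of over 50% in size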
#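 Readout is a homogeneous TR-FRET IP1 immunoassay (Ex 320, Em 665 and 620), where raised cytosolic IP1 lowers signal. Cells were CHO-M1 treated 30 min at 37C with test compounds plus a little lithium; AC50 values came from Hill-equation fitting.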
# JMJD2E inh = inhibitors of human JMJD2E histone demethylase | B2RXH2 | JMJD2E catalytic domain, FDH-coupled NADH fluorescence (FDH is formaldehyde dehydrogenase) | Potency, µM (titrated, usually from 57.1 µM), inactives show top-dose activity change, negative = inhibition, most hits filed as inhibitors | 230,000 compounds, 1.6% hits | AID 2147; active means well fitted inhibition curve with a large enough effect, not every such curve was filed as active; inconclusive means small, poorly fitted or top-dose-only effect, or another doubt; inactive means no such curve, though single readings can be large or run the other way;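 further: 0% = wells with enzyme and -100% = buffer wells without enzyme; nearly all actives have a fitted effect of over 50% in size; many of its hits are not listed in these tables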
# Target sequence (B2RXH2 1-337 limits assumed): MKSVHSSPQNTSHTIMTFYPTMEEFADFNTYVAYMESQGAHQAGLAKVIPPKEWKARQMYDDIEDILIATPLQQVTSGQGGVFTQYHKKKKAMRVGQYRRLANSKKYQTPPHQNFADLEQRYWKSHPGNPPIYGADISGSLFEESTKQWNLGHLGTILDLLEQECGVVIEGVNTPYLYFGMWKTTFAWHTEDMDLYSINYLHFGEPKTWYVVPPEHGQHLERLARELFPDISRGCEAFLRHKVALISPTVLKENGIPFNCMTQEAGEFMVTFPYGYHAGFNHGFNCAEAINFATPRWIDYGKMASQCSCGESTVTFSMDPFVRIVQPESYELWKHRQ
# Epigenetic derep = regulators of epigenetic silencing causing reporter derepression in mouse cells; murine LDR cells, GFP reporter derepression, 30 h; Potency, µM (series often up to 53.9 µM), without a hit: at the highest dose GFP activation, actives largely listed as activators; 280,000 compounds, 0.2% hits; AID 1865; further: % of control where 0% means no effect; nearly all actives have a fitted effect of over 60% in size
#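 Derepression of a silenced CMV-GFP reporter in murine LDR cells is scored by enumerating GFP-positive cells with a laser-scanning microplate cytometer after 30 hours of treatment at 37 C.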
# SMN2 splice enh = SMN2 splice variant enhancement; HEK293 SMN2-luciferase splicing reporter, luminescence, 30-36 h; Potency, µM (top dose mostly 46.1 µM), for inactives: at the highest dose activity change, positive = activation, most hits filed as activators; 210,000 compounds, 2.8% hits; further: % of control where 0% means no effect; nearly all actives have a fitted effect of over 55% in size
#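 HEK293 cells carry an SMN2 minigene-luciferase reporter in which exon 7 inclusion puts luciferase in frame. Cells were seeded at 2000 cells/well, attached for 10-12 hours, then exposed to compounds for 30-36 hours at 37C before ONE-Glo luminescence.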
# NPSR antag = blocks cAMP signaling of the human neuropeptide S receptor. Q6W5P4. CHO-NPSR cells, cAMP TR-FRET, antagonist mode. Potency, µM (top dose mostly 38.3 µM), inactives show at the top dose activity change, negative = inhibition, most hits filed as inhibitors. 220,000 compounds, 1% hits. AID 1461; further: on the % scale 0 is the no-effect control and ±100 the full control effect; nearly all actives have a fitted effect of over 50% in size; many of its hits are not listed in these tables
# Target sequence (Q6W5P4 whole entry, looked up): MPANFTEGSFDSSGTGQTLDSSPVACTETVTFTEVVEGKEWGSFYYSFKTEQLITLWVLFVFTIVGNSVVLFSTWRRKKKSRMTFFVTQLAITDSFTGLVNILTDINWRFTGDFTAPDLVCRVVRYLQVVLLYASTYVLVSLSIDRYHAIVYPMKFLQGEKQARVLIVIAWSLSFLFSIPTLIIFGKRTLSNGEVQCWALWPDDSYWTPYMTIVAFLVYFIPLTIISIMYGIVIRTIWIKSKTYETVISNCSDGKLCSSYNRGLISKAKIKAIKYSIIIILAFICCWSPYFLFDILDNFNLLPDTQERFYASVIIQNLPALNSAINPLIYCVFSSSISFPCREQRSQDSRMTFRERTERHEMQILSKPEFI
# Luc counter = blocks Kinase-Glo luciferase, a counter-screen artifact. Q27757. Kinase-Glo luciferase, ATP luminescence, 8 min. Potency, µM (doses to about 38.3 µM), without a hit: top-dose activity change, negative = inhibition, most hits filed as inhibitors. 200,000 compounds, 0.28% hits; further: on the % scale 0 is the no-effect control and ±100 the full control effect; nearly all actives have a fitted effect of over 60% in size
#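 Compounds were added to a substrate mix at pH 7.2 (50 mM imidazole, 10 uM ATP, within the enzyme's linear range), followed by Kinase-Glo detection reagent; luminescence was measured after 8 minutes at ambient temperature.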
# An asterisk follows results filed as active; i = inactive; ? = inconclusive; . = no result given; [ ] = another dose, or the depositor's remark. Unless noted, the call rests on the fitted dose curve; in most records, active means well fitted curve in the direction sought with a large enough effect; inconclusive means small, poorly fitted or top-dose-only effect, or another doubt; inactive means no such curve, though single readings can be large; an effect the other way counts as inactive or inconclusive. Potency means the concentration at half of the fitted maximal effect. Not all compounds are listed. The share of hits here may be higher or lower than overall.
canonical_smiles | SMN2 splice enh | Luc counter | RECQ1 inh | GoLoco inh red | Epigenetic derep | JMJD2E inh | NPSR antag | IMPase Li cell
O=C(c1ccc(CN2CCc3ccccc3C2)cc1)N1CCCCC1 | -7% | 16% | i | 10% | -1.6% | 5% | -2%[46.1 µM] | 6%[38.3 µM]
Cc1ccc(S(=O)(=O)n2nnc3ccccc32)c(C)c1C | 19% | 3% | -1% | 7% | 5.6% | -26% | 13% | 2%
Cc1cc(Nc2ccccc2)n(C(=O)c2ccc(Cl)cc2)n1 | 20% | 1% | -7% | 1% | -0.8% | 4% | -7%[46.1 µM] | 6%
O=S(=O)(Nn1cnnc1)c1ccc2ccccc2c1 | 3% | -1% | i | -5% | 1.1% | 3% | 7% | -9%
Cc1ccc(-c2nc(Cl)nc3ccccc23)cc1 | -13% | 1% | -15% | 6% | -0.9% | ? | -10% | -2%
COc1cccc(NC(=O)CNS(=O)(=O)c2ccc3nc(C)sc3c2)c1 | 5% | -8% | i | 1% | 0.0% | -2% | -3%[46.1 µM] | -12%[38.3 µM]
COC(=O)C1CCN(C(=O)/C=C/c2ccc(OC)cc2)CC1 | . | 0% | -11% | 6% | -0.7% | 1% | -17%[46.1 µM] | 40%[activator][38.3 µM]
CCCn1c(CCc2ccccc2)nnc1SCC(=O)N1CCCC1 | 4% | 1% | 1% | -7% | -5.0% | -3% | -21%[46.1 µM] | 4%
CCOC(=O)c1ccc(-c2nnc(-c3ccc(Cl)cc3Cl)o2)cc1 | 3.5µM* | 3% | -9% | 6% | -1.1% | -5% | -13%[46.1 µM] | 0%[38.3 µM]
COc1ccc(/C=C/C(=O)c2ccc(O)cc2O)cc1OC | -89%[inhibitor] | -3% | -8% | 1% | 4.0% | -18% | . | 31%[activator]
CCCS(=O)(=O)NCCc1cc2ccc(C)cc2[nH]c1=O | -7% | 7% | 0% | 6% | 1.1% | 2% | 6%[46.1 µM] | 2%
O=C(/C=C/c1ccc(O)cc1)c1ccc(NC2=C(N3CCCCC3)C(=O)c3ccccc3C2=O)cc1 | -99%[inhibitor] | -12% | ? | -8% | -1.0% | 18µM* | ? | 43%[activator][38.3 µM]
CC(/C=C/C=C/c1ccccc1)=N/NC(=O)CNc1ccc(C)cc1 | 9% | 0% | -17% | 8% | 0.9% | 1% | -5%[46.1 µM] | 6%[38.3 µM]
CSCC[C@H](NC(=O)C1CCN(S(=O)(=O)c2ccc(C)cc2)CC1)C(=O)NCc1ccco1 | 11% | -2% | -14% | 1% | -0.2% | -1% | -7%[46.1 µM] | -18%[38.3 µM]
CC1CN(C(=O)c2ccccc2Oc2ccccc2)CC(C)O1 (stereo not given) | 7% | 1% | i | 9% | -3.4% | -17% | 7% | 4%
CCCCSc1nsc(NC(C)=O)n1 | 18µM* | 4% | -12% | -6% | 0.2% | 5% | 10%[46.1 µM] | -10%[38.3 µM]
Cc1n[nH]c(C)c1CCOc1ccc(C(C)C)cc1 | -45%[inhibitor] | -3% | -1% | 5% | -0.7% | -3% | -11%[46.1 µM] | 6%[38.3 µM]
CCOC(=O)CCCn1c(C)nc(=O)c(-c2ccccc2)c1C | 5% | 0% | i | -4% | 3.0% | 1% | 5%[46.1 µM] | 4%[38.3 µM]
S=C(Nc1ccc2c(c1)OCO2)NC1CCN(Cc2ccccc2)CC1 | 9% | -6% | -6% | 1% | -2.8% | -5% | 2%[46.1 µM] | -6%[38.3 µM]
CC1CCCC(=C\c2ccccc2)/C1=N/O (stereo not given) | -5% | -6% | 2% | 5% | -1.0% | 0% | 21% | -3%
CC(=O)c1c(C(C)=O)c(C)n(NC(=O)c2ccc(Cl)cc2)c1C | -13% | 1% | i | 7% | -0.8% | 11% | 3%[46.1 µM] | 23%[38.3 µM]
CCC(C)c1ccccc1NC(=O)COC(=O)c1ccc2[nH]c3c(c2c1)CCCC3 (stereo not given) | -16% | -2% | -18% | 16% | -0.9% | ? | -36% | 30%[activator]
CC(=O)NS(=O)(=O)c1ccc(N=NN2CCOCC2)cc1 | 3% | 1% | i | -13% | -1.1% | -10% | 15% | -12%
O=C1c2ccccc2C(=O)C12OC2c1cccc2ccccc12 (stereo not given) | -4% | -1% | 3% | -2% | -1.1% | ? | ? | 2%
c1cc2c3c(cccc3c1)NC1(CCC3(CC1)Nc1cccc4cccc(c14)N3)N2 | . | . | -21% | -7% | 9.4% | ? | ? | .
COc1cc(-c2cn[nH]c2N)cc(OC)c1OC | 12% | 5% | -10% | 8% | -4.5% | 0% | -13%[46.1 µM] | -3%[38.3 µM]
Cc1ccccc1NC(=O)CSc1[nH]c(=O)cc(C)c1C#N | -15% | -2% | i | -25% | 0.0% | -1% | -1%[46.1 µM] | -2%[38.3 µM]
Cc1sc2ncnc(OCC(=O)NCc3cccs3)c2c1C | 7% | 1% | -2% | -10% | -2.0% | -5% | -9%[46.1 µM] | -6%
C=C(C#N)C(=O)OCC | -9% | . | -15% | -23% | . | . | . | 26%
O=C(O)CCC(=O)Nc1nnc(C(F)(F)F)s1 | 4% | -3% | i | -10% | -0.7% | 10% | 3%[46.1 µM] | -21%[38.3 µM]
CC(C)(C)C(=O)NCCn1ccc2ccccc21 | 4% | 1% | i | 8% | -0.9% | 0% | 6%[46.1 µM] | 26%[38.3 µM]
N=c1sccn1CC(=O)Nc1ccccc1Oc1ccccc1 | 4% | -6% | -8% | 28% | -0.3% | -2% | -1%[46.1 µM] | 10%[38.3 µM]
Cc1ccc(C)c(-n2c(Cc3cc(=O)[nH]c(=O)[nH]3)nnc2SCC(=O)NCC2CCCO2)c1 (stereo not given) | -11% | -1% | -3% | 8% | -0.4% | 0% | -5%[46.1 µM] | 4%[38.3 µM]
CSCC[C@H](NC(=O)C1CCCC1)c1nc2ccccc2[nH]1 | 6% | -2% | -2% | 3% | -1.9% | 11% | -4% | 0%
Cc1ccc(C(C)(C)C)cc1S(=O)(=O)NC(=O)c1ccccc1 | 5% | 0% | i | 1% | -1.9% | 3% | -16% | 9%
Cc1c(C(=O)N2CC(C)OC(C)C2)sc2nc(-c3ccc(F)cc3)cn12 (stereo not given) | -18% | -9% | -20% | 6% | -1.3% | 4% | -8%[46.1 µM] | 2%[38.3 µM]
CC1CCN(C(=O)COC(=O)[C@H](C)NS(=O)(=O)/C=C/c2ccccc2)CC1 | . | -7% | -4% | 2% | -6.6% | 2% | -13%[46.1 µM] | 34%[activator][38.3 µM]
O=C(NCc1ccccc1Cl)c1cccc(C(F)(F)F)c1 | -4% | 3% | -10% | -4% | 0.0% | 2% | -14% | -1%
COc1ccc(Br)cc1CNC(=O)C1CCCN(S(C)(=O)=O)C1 (stereo not given) | -4% | 1% | -1% | 6% | -1.9% | -1% | -1%[46.1 µM] | 16%[38.3 µM]
O=C1c2cccc3cccc(c23)C(=O)N1Cc1cccnc1 | . | . | -2% | 2% | -3.1% | ? | 0% | .
O=C1CC(N2CCOCC2)C(=O)N1Cc1ccc(N2CCCC2=O)cc1 (stereo not given) | -2% | 14% | -4% | 3% | 0.4% | -1% | -2%[46.1 µM] | 1%[38.3 µM]
CCOC(=O)N1CCN(C(=O)c2cc(C)c3c(C)nn(-c4ccccc4)c3n2)CC1 | -3% | -4% | -5% | 10% | -1.1% | -6% | -9%[46.1 µM] | -1%[38.3 µM]
N#C/C(C(=O)N1CCCCC1)=C1/N=C(N)c2ccccc21 | 24% | -3% | -5% | -10% | -1.3% | ? | -1% | 1%
CCOC(=O)c1nn(-c2cccc(Cl)c2)c(C)c1C(C)=O | -25% | -2% | 19% | 8% | -2.1% | 4% | -9%[46.1 µM] | 22%[38.3 µM]
CCOC(=O)c1cnn(CCOC(=O)C(C)(C)C)c1NC(=O)C(C)(C)C | -7% | -5% | -11% | -7% | 0.0% | 1% | -9%[46.1 µM] | -3%[38.3 µM]
O=C(Nc1cc(C(=O)N2CCCC2)ccc1N1CCCC1)C1CC1 | -22% | 6% | -1% | -1% | 0.9% | -1% | -18%[46.1 µM] | 14%
COCCCNC(=O)Cn1c(=O)n(CCCCCC(=O)Nc2ccccc2)c(=O)c2sccc21 | -25%[1.84 µM] | -2% | -2% | -9% | -0.9% | ? | 18% | -2%
CC(C)NC(=O)CC(c1ccccc1)c1cc(Br)ccc1O (stereo not given) | 3% | -3% | -1% | 1% | 3.0% | 0% | -16%[46.1 µM] | 7%[38.3 µM]
Cc1cc(N2CCN(C(=O)c3ccco3)CC2)n2nc(-c3cccc(Cl)c3)cc2n1 | -31%[inhibitor] | 2% | -1% | 3% | -8.8% | ? | ? | 17%[38.3 µM]
CCCCCCC(=O)N(O)C1CC(=O)N(c2ccc(C)cc2)C1=O (stereo not given) | -26% | 2% | i | -27% | 0.7% | -14% | -4%[46.1 µM] | 25%[38.3 µM]
COc1ccccc1NC(=O)C(=O)NCC1COc2ccccc2O1 (stereo not given) | 3% | 5% | -2% | 7% | -0.9% | -1% | -18%[46.1 µM] | -11%
CC1=CC2=NC(=O)/C(=C\c3ccc(OC(=O)c4ccco4)cc3)C(=N)N2O1 | . | . | -1% | 21% | 3.9% | ? | 14% | -5%
CCOc1cc(-n2nc(C)c(C#N)c2N)nc(SC)n1 | -11% | -3% | i | -1% | -8.9% | 3% | -5%[46.1 µM] | -6%
COc1cc(NC(=O)c2ccc(COc3ccccc3Br)o2)cc(OC)c1OC | ? | 5% | -5% | -15% | 0.0% | -14% | ? | 38%[activator][38.3 µM]
Cc1ccc2nc(SCC(=O)NC(=O)NCc3ccco3)[nH]c2c1 | -31%[inhibitor] | -1% | -6% | 146%[activator] | 10% | 1% | 19%[46.1 µM] | 55%[activator][38.3 µM]
O=C1CSC(c2ccccc2Cl)N1 (stereo not given) | -36%[inhibitor] | -4% | -1% | 15% | 7.3% | 3% | 31% | -6%
COc1ccc(NC(=O)C(C)N2c3cccc4cccc(c34)S2(=O)=O)cc1 (stereo not given) | -50%[inhibitor] | -3% | -2% | 38%[activator] | 0.0% | ? | -16%[46.1 µM] | 27%[38.3 µM]
CCOc1ccc(N/C(C)=C\C(=O)c2ccc3c(c2)OCCO3)cc1 | . | 2% | -6% | -14% | -2.9% | ? | 19% | 22%
CN1CCN(C(=O)CSc2nc(-c3ccco3)cc(C(F)(F)F)n2)CC1 | -8% | 2% | -6% | -11% | 0.0% | 7% | 4% | 4%
